Screening data from PubChem.
PostGolgi ctrl = yeast control strain growth, post-Golgi counter-screen; AID 738; inhibition, % at 10 µM; efflux-deficient yeast background strain, growth absorbance A615, 16 h; 5% of 98,000 active
Ecoli WT expand = growth inhibitors of E. coli BW25113 wild type; OD600 absorbance; growth inhibition, % at 100 µM; 0.15% of 98,000 active; AID 710;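 active means growth inhibition above about 50% at one test dose, limit read from the data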;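 further: growth measured after 20 h incubation at 37 °C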
PostGolgi yeast = growth inhibition of a yeast mutant, post-Golgi transport screen. post-Golgi transport phenotypic cell assay. inhibition, % at 10 µM. 0.9% of 98,000 active. AID 739;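 further: yeast cells grown in 1536-well plates; yeast grown about 18 h at 30C before absorbance read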
S1P2 ag = S1P2 (human) receptor agonism; activation, % at 4.5 µM; O95136; AID 729; 0.46% of 97,000 active; S1P2-expressing cell line, agonist reporter read-out; in the data active means activation above about 16%;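 further: 0% = vehicle low control and 100% = maximal reference agonist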
Target sequence (O95136 whole entry, looked up): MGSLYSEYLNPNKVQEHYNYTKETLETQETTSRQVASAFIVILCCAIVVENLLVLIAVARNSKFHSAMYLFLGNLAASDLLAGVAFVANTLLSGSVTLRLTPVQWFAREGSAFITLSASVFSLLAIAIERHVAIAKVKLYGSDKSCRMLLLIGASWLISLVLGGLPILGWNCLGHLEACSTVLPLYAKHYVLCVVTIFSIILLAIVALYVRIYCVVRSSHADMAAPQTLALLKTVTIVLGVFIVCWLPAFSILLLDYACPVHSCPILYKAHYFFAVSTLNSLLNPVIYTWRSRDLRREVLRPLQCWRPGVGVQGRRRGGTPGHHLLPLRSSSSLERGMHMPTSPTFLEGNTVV
S1P2 blocker = S1P2 (human) receptor antagonism | AID 736 | cell-based S1P2 antagonist assay, inhibition at 5 uM | O95136 | 0.21% of 97,000 active | inhibition, % at 5 µM; in the data active means inhibition above about 45%;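 further: CRE beta-lactamase reporter cells expressing human S1P2 stimulated with S1P; 0% = agonist at EC80 alone and 100% = agonist plus reference antagonist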
HUVEC inhibit = inhibitors of human endothelial cell proliferation; HUVEC proliferation, CellTiter-Glo luminescence, 72 h; active compounds read low; viability, % at 10 µM (by protocol); 1.1% of 86,000 active;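 active means viability at or below 30%; inactive means viability above 30%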;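 further: 100% = median luminescence of DMSO-only cell control wells on each plate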
hDAT+cocaine = modulates human dopamine transporter uptake under cocaine; LLC-PK1 hDAT cells, [14C]-dopamine uptake with cocaine IC80; actives deviate in either direction; B-score at 10 µM; Q01959; 1.3% of 110,000 active;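 active means Z score or B-score, a plate-position-corrected score, falls beyond the plate's 99.7% confidence bounds, in either direction; inactive means both scores lie inside the 99.7% bounds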;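 further: scored against the spread of the other compound wells on the same plate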
Target sequence (Q01959 whole entry, looked up): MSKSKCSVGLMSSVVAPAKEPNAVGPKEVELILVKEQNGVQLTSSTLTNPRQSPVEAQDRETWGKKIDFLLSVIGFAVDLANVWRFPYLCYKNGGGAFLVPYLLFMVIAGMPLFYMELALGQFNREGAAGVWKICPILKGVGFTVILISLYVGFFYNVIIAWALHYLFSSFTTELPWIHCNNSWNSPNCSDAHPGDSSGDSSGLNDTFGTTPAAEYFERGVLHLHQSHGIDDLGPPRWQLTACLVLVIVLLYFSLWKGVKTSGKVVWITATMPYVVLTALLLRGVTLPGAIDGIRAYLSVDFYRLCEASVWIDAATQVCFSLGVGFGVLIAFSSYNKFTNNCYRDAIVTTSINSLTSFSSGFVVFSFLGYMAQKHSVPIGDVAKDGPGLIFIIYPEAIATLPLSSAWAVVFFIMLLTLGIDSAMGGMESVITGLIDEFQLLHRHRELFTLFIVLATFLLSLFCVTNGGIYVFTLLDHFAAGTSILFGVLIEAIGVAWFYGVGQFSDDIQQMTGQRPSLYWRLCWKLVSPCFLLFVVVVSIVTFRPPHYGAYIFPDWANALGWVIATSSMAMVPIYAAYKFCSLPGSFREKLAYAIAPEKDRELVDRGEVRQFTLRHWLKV
Fibroblast inh = blocks proliferation of human lung fibroblasts. AID 719. 1.1% of 85,000 active. viability, % at 10 µM. LL 47 human lung fibroblast viability, ATP luminescence; active compounds read low;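 active means viability at or below 50% in the single dose screen; inactive means viability above 50%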;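 further: compound exposure lasted 72 h before the ATP readout; 100% = median luminescence of untreated cell-only wells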
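Times – overnight cell rest, 72 h compound treatment at 37 °C · Test system – human lung fibroblast line LL 47, low passage · Amount – 1,150 cells in each well · Controls – cell-only wells, no compound · Doses – 0.1% DMSO in all compound wells · Measured by – CellTiter-Glo luminescence · Buffer or medium – IMEM plus 15% FBS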
H69AR growth 86K = growth inhibitors of human H69AR lung tumor cells; H69AR lung tumor viability, ATP luminescence, 72 h; active compounds read low; viability, % at 10 µM; 6% of 85,000 active; AID 598;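 active means viability at or below 40%; inactive means viability above 40%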;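 further: multidrug resistant small cell line overexpressing MRP-1 efflux transporter; 100% = mean luminescence of untreated control wells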
* = called active by the depositor; x = not tested or not shown. Unless noted, no stated cut-off is given here; in the data, active means inhibition above about 30%; inactive means the rest.

SMILES	PostGolgi ctrl	Ecoli WT expand	PostGolgi yeast	S1P2 ag	S1P2 blocker	HUVEC inhibit	hDAT+cocaine	Fibroblast inh	H69AR growth 86K
O=C(Nc1cc(C(F)(F)F)ccc1N1CCOCC1)c1ccc(Cl)nc1	9	-3	1	-2	12	x	-0.83	x	x
CN1CCN(S(=O)(=O)c2ccc3c(c2)OCCO3)CC1	0	6	-1	-1	1	99	-2.2	98	102
O=C(Nc1cccc(Cl)c1)Nc1ccc2c(c1)OCO2	4	19	-6	-5	-3	84	-0.34	100	71
Cc1ccccc1-n1c(-c2cccnc2)n[nH]c1=S	26	2	-9	-5	4	92	-1.1	101	89
O=C(COc1ccccc1Cl)N1CCCC1	1	9	-3	-3	-16	91	-0.039	95	100
CCn1c(CNc2ccc(OC)cc2)nnc1SCC(=O)c1ccc(OC)cc1	22	11	6	-6	5	103	0.22	102	96
CC1(C)CC(=O)C2=C(C1)N(CC1CCCO1)C(=O)C2(NC(=O)c1cccnc1)C(F)(F)F (configuration not stated)	22	6	8	-8	17	101	-0.36	97	97
COc1ccc(C(=O)Nc2ccc(N3CCCC3)cc2)cc1	2	-4	0	-6	-8	84	0.34	90	87
CCOc1ccc(OCc2ccc(C(=O)O)o2)cc1	-3	-3	1	-4	-2	109	-0.76	93	104
O=C1C2CC=C(Cl)CC2C(=O)N1CNc1ccccn1 (configuration not stated)	11	6	-5	-6	8	99	x	96	106
CCOc1ncccc1C(=O)N(C)CC1COc2ccccc2O1 (configuration not stated)	8	8	5	1	0	92	0.089	108	85
NC(=S)NNC(=O)c1ccccc1	17	-2	-1	-3	0	x	-0.00038	x	x
CCOC(=O)Cn1c(=O)oc2cc(S(=O)(=O)N(C)Cc3ccco3)ccc21	0	1	4	0	-2	100	-0.98	98	100
Cn1nnnc1SCC(=O)Nc1nc2c(s1)CCCC2	-3	5	-5	-2	0	x	-0.15	x	x
COC(=O)c1ccccc1NC(=O)/C=C/c1cc(OC)c(OC)c(OC)c1	8	-10	1	4	-27	85	0.15	101	90
CCNc1sc(C(=O)c2cccs2)c(N)c1C#N	4	2	-1	-1	-24	100	-0.48	105	78
CCCOC(=O)C(C)n1c(-c2ccccc2)nc2ccccc2c1=O (configuration not stated)	17	5	3	-4	0	x	x	x	x
COC(=O)c1ccc(CSc2nnc(CNC(=O)COc3ccc(Cl)cc3)o2)o1	17	16	8	-10	13	99	0.5	92	99
CCOC(=O)Cc1csc(N/N=C\c2cccc(Br)c2)n1	3	-7	17	-7	-14	x	x	x	x
CCOC(=O)N1CCC(N2Cc3cccc(C(=O)Nc4ccc(F)cc4)c3C2=O)CC1	9	-6	-6	-8	12	x	0.033	x	x
O=C(NCc1cccs1)c1cc(-c2cccs2)on1	-2	0	-5	-1	18	97	1	106	91
CCc1ccccc1NC(=O)CSc1nc2ccccc2n1CC(=O)N1CCCC1	x	x	x	-6	-5	102	2	92	69
CC(C)n1c(SCC(=O)Nc2ccccc2)nc2c1c(=O)n(C)c(=O)n2C	x	x	x	12	-52	100	0.64	89	94
O=C(c1ccc(-c2cccc(C(F)(F)F)c2)o1)N1CCOCC1	8	0	-12	-2	-3	99	-0.0022	98	87
COc1ccc(S(=O)(=O)NCCC(=O)NCc2ccc(F)cc2)cc1	-1	1	6	-4	-12	104	-0.022	100	87
Next structures.
SMILES	PostGolgi ctrl	Ecoli WT expand	PostGolgi yeast	S1P2 ag	S1P2 blocker	HUVEC inhibit	hDAT+cocaine	Fibroblast inh	H69AR growth 86K
CC(C)CC(NC=C1C(=O)OC(C)(C)OC1=O)C(=O)O (configuration not stated)	3	-2	-9	-6	-2	95	0.4	99	90
CC1Cc2ccccc2N1C(=O)C1CCCN(S(=O)(=O)c2cccc3nsnc23)C1 (configuration not stated)	12	-13	-2	-8	18	x	0.11	x	x
CSc1nnc(-c2cnccn2)n1CCCN1CCCC1=O	2	-2	1	x	x	101	-0.05	110	99
Cc1nnc(-c2cnn(C)c2N)n1Cc1cccc(Cl)c1	-1	-2	9	-4	-7	101	0.87	111	106
COc1ccc(OCC(=O)NNC(=O)c2ccccn2)cc1	-8	35	2	-4	4	x	x	x	x
CCCCOc1ccc(N(CC(=O)NC2CCCC2)C(=O)CCC(=O)Nc2ccccn2)cc1	7	0	4	-3	4	96	0.38	94	77
CCC(=O)Nc1cccc(C(=O)OCC(=O)c2ccccc2Cl)c1	2	4	-2	0	12	x	-1.1	x	x
O=C(NCCc1ccccc1)c1ccc(-n2cnnn2)cc1	0	5	-2	-5	13	107	0.066	103	100
O=C(CN1CC(=O)Oc2ccccc21)OCC(=O)c1ccccc1	2	-4	-3	-1	-15	x	1.6	x	x
C=CCOc1cc(C)nc(-c2ccccc2O)n1	6	-4	-3	-6	-15	106	1.1	102	90
Nc1nc(Nc2ccc(Cl)cc2)n[nH]1	4	4	28	-1	10	x	-0.7	x	x
CCCC1S/C(=N/N=C/c2cccs2)NC1=O (configuration not stated)	5	-7	4	-6	5	x	2.1	x	x
O=S(=O)(/C=C/c1ccccc1)N1CCN(c2cccc(Cl)c2)CC1	8	0	-4	-2	-1	98	0.53	95	71
Cc1cccc(OCC(=O)O/N=C(\N)c2ccccn2)c1C	5	5	-3	-9	10	104	-0.17	105	102
Cc1ccc(S(=O)(=O)N(C)/C(=N/S(=O)(=O)c2ccccc2)c2ccccc2)cc1	10	11	2	-2	-13	x	-0.97	x	x
Cc1ccc(C(=O)CC(C(=O)O)n2cccn2)cc1 (configuration not stated)	7	-6	3	x	x	92	-0.2	93	101
CN1CCN(c2ccc(Cl)cc2NC(=O)c2cccc(S(=O)(=O)N(C)C)c2)CC1	7	-4	-1	4	4	57	0.26	84	26*
CCc1ccc(C(=O)CC2(O)C(=O)N(CN3CCOCC3)c3ccccc32)cc1 (configuration not stated)	2	8	-12	-4	-23	97	0.017	92	92
COc1ccc(C(=O)Nc2cc(C)nc3ccccc23)cc1OC	-1	-5	4	-2	-8	95	0.0077	93	75
Cc1ccc(CNC(=O)c2sccc2-n2cccc2)cc1	30*	11	16	2	7	107	0.43	97	87
CCOc1ccccc1N1CCN(C(=O)c2cc[n+]([O-])cc2)CC1	10	4	-4	-4	-3	x	0.011	x	x
c1ccc(N2CCN(c3nc4ccccc4n4cnnc34)CC2)cc1	23	-10	6	-1	-4	95	-0.64	76	74
O=C1Oc2ccccc2C2(O)C3CCCCCC3C12 (configuration not stated)	13	6	-1	-6	0	x	0.92	x	x
CCCNC(=O)NC(=O)COC(=O)c1oc2ccc(OCC)cc2c1C	1	-11	24	-7	0	111	0.12	106	95
CCOC(=O)CSc1nc2ccccc2c(=O)n1Cc1ccco1	20	2	3	x	x	92	-0.14	91	93

The closing 6 records of the part above are carried over, then new ones follow:
SMILES	PostGolgi ctrl	Ecoli WT expand	PostGolgi yeast	S1P2 ag	S1P2 blocker	HUVEC inhibit	hDAT+cocaine	Fibroblast inh	H69AR growth 86K
Cc1ccc(CNC(=O)c2sccc2-n2cccc2)cc1	30*	11	16	2	7	107	0.43	97	87
CCOc1ccccc1N1CCN(C(=O)c2cc[n+]([O-])cc2)CC1	10	4	-4	-4	-3	x	0.011	x	x
c1ccc(N2CCN(c3nc4ccccc4n4cnnc34)CC2)cc1	23	-10	6	-1	-4	95	-0.64	76	74
O=C1Oc2ccccc2C2(O)C3CCCCCC3C12 (configuration not stated)	13	6	-1	-6	0	x	0.92	x	x
CCCNC(=O)NC(=O)COC(=O)c1oc2ccc(OCC)cc2c1C	1	-11	24	-7	0	111	0.12	106	95
CCOC(=O)CSc1nc2ccccc2c(=O)n1Cc1ccco1	20	2	3	x	x	92	-0.14	91	93
O=C(O)C1CCN(C(=O)COc2ccc3c4c(c(=O)oc3c2)CCC4)CC1	3	1	4	-2	11	99	-0.54	99	106
CN(C)CC(O)COc1ccc(C(C)(C)c2ccc(OCC(O)CN(C)C)cc2)cc1 (configuration not stated)	7	40	-2	-3	26	x	-0.3	x	x
CC1CN(C(=O)c2ccc3c(c2)OCO3)CC(C)O1 (configuration not stated)	-6	-1	3	-2	-7	84	0.13	107	97
CCc1nnc(NC(=O)CCC(=O)Nc2ccccc2)s1	10	7	-2	-2	-9	104	-0.008	97	102
COc1ccc(OC)c(C2C(C(C)=O)=C(O)C(=O)N2CCN2CCOCC2)c1 (configuration not stated)	3	2	2	-5	5	106	0.57	102	97
COCCN(CC(=O)NCc1ccc2c(c1)OCO2)C(=O)CCC(=O)Nc1nccs1	x	x	x	-2	-15	97	-0.13	107	97
COc1nc(NCc2ccco2)nc(NC2CCCCC2)n1	x	x	x	-6	-10	79	0.68	98	86
COc1cc2nc(=S)n3[nH]c(CCn4c(C)nc5ccccc54)nc3c2cc1OC	19	-3	-3	x	x	85	0.43	96	85
O=C(/C=C/c1cc([N+](=O)[O-])ccc1OC(F)F)NCc1ccc(Cl)cc1	-1	-7	-5	-2	-17	x	-1.6	x	x
O=C(NCc1ccc2c(c1)OCO2)c1cc2n(n1)C(C(F)(F)F)CC(c1ccc3c(c1)OCO3)N2 (configuration not stated)	-4	-4	-2	x	x	89	x	95	88
Cc1cc(OCC(=O)Nc2ccc(N3CCN(C(=O)c4ccco4)CC3)cc2)cc(C)c1Cl	9	-1	11	-3	-6	x	-0.28	x	x
Cc1cc(/C=C2/SC(=O)N(CC(=O)OC(C)C)C2=O)c(C)n1C	-4	-3	1	-8	-7	x	-0.77	x	x
CCOC(=O)N1CCN(S(=O)(=O)c2c(C)cc(C)cc2C)CC1	4	0	2	1	17	93	0.4	94	100
O=C(CN(Cc1ccc(F)cc1)S(=O)(=O)c1ccccc1)N1CCCCC1	23	6	7	-5	10	96	-0.69	98	69
Cc1ccc(CNC(=O)c2ccccc2NC(=O)CSc2nnnn2C)cc1	17	-4	4	-8	-19	x	0.4	x	x
O=C(CSc1nnnn1-c1ccccc1)Nc1ccc(Cl)cc1	14	0	3	-7	-10	x	0.76	x	x
O=C(c1ccccc1)c1ccc(OCCCCN2CCCCC2)cc1	-4	1	18	-5	-8	103	0.81	98	102
CCCCCOP(=O)(OCCCCC)C1(NS(=O)(=O)c2ccccc2)C=CC(=O)c2ccccc21 (configuration not stated)	18	-6	0	-9	9	61	-0.11	87	19*
CCCCN(CC)CCNC(=O)c1cc2c(C)nc3ccccc3c2o1	0	-2	2	2	-18	87	1.7	92	70
COc1ccc(Cl)cc1S(=O)(=O)N1CCN(C(=O)c2cc(OC)c(OC)c(OC)c2)CC1	30	-2	3	-1	-12	81	2.2	86	57
CSCC[C@H](NC(=O)C1CCN(S(=O)(=O)c2ccc(C)cc2)CC1)C(=O)NCC1CCCO1 (some centres not stated)	2	-7	-4	-2	12	94	-0.54	101	91
C=CCNc1nc2c(c(=O)n(C)c(=O)n2C)n1CCCCCC	7	-21	-1	-7	19	x	-1.9	x	x
COc1cccc(-n2c(SCC(=O)NC3CCCC3)nnc2-c2ccco2)c1	x	x	x	-2	-30	89	0.11	98	77
O=c1oc2cc(Br)ccc2n1CSC1=NCCS1	-1	-6	16	-9	15	65	-1.5	94	100
CCOC(=O)CON1C(=O)C(C)(C)N(OCC(=O)OCC)C(=O)C1(C)C	0	1	7	-7	13	94	-0.35	101	89
Cn1cc(C(=O)Nc2cccc(F)c2)cn1	20	8	-3	-4	2	x	-0.051	x	x
CCn1cc(C(=O)NCC2CCCO2)c(=O)c2cc(S(=O)(=O)N3CCC(C)CC3)ccc21 (configuration not stated)	10	-8	-12	-3	-2	77	0.84	95	88
Cc1ccc(N2C(=O)CCSC23C(=O)Nc2ccccc23)cc1 (configuration not stated)	-5	7	16	-3	9	x	-0.76	x	x
COC(=O)c1cn(C(=O)c2ccco2)c2ccccc12	-12	6	2	-2	10	89	-0.14	95	104
CC(=O)N1CCN(Cc2nc3cc(NC(=O)C4CCCCC4)ccc3n2C)CC1	4	6	-5	1	-10	99	-0.084	104	103
